Yfh1-off respiration: mitochondrial function rescue without frataxin homolog – Friedreich's ataxia, plus single-dose screen, dose response (AID 1465) | S. cerevisiae Yfh1-off respiration, WST-1 reduction, 72 h; higher fold induction means a stronger effect | one-dose fold induction at 50 µM; EC50 in µM for titrated hits | 0.074% of 220,000 active;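 active means fold induction of absorbance versus untreated yeast above a set limit, then at least 30% activation at any dose in follow-up; inconclusive means repeats straddling the limit, or above it without dose testing; inactive means fold induction below the set limit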;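 further: activators that raise dye reduction in frataxin-depleted yeast; strong numbers were not always called active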
bCat nuc transl: alters nuclear translocation of beta-catenin in HeLa cells. immunofluorescence imaging. nuclear translocation activity, % at 5 µM. 0.3% of 190,000 active. AID 1665;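 active means nuclear translocation activity above 50% at 5 µM, with a well cell count of 50 or more; inconclusive means wells under 50 cells across six images, flagged as toxic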;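 further: per-cell ratio of nuclear to cytoplasmic median beta-catenin stain intensity; plate controls were DMSO negative control for no effect and GSK-3 inhibitor IX positive control for full effect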
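Test system: human HeLa cells, native beta-catenin. Compound dosing: 5 µM primary single dose, 0.1% DMSO, 0.02–20 µM confirmation series. Incubation: compound exposure 24 h at 37°C. Detection: beta-catenin immunostaining with DAPI counterstain, 20x imaging, 6 fields/well. Read-out basis: Nuclear/cytoplasmic beta-catenin signal ratio, % activation.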
Autophagy HCS: alters autophagy in cells; calls only at 10 µM (by protocol); MEF GFP-LC3 puncta imaging; test concentration mostly 10 µM; 0.98% of 190,000 active; AID 463193;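 active means percentage of spot-positive cells more than 3 SD above its plate mean, without a fluorescence outlier flag or 80% toxicity; inconclusive means no clear call, values can overlap the other calls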;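 further: spot-positive cell cutoff set from DMSO-treated cells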
MT stabilize HCS: stabilizes microtubules in HeLa cells; AID 2205; % tubulin-high responders, % at 10 µM; HeLa tubulin immunostaining HCS, 24 h; share of cells brighter than vehicle mean+2SD; 0.83% of 200,000 active;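 active means plate Z-score above 3 for both tubulin-high and condensed-nucleus cell shares, with cell loss under 80%, at 10 µM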;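 further: anti alpha tubulin signal scored within the nucleus-defined area of each cell; some results filed as inactive read as strong as hits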
Insulin prom up: MIN6 insulin promoter up-regulation; MIN6 insulin promoter-GFP reporter, high-content imaging; stronger effect = higher value; z-score at 5 µM; 0.3% of 190,000 active; AID 1625;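 active means z-score above 3 at 5 µM with at least 500 cells counted in the well; inconclusive means wells under 500 cells, flagged as cytotoxic or low count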
M17LAP inhibition: P. falciparum M17LAP inhibitors, primary screen, biochemical, fluorogenic H-Leu-NHMec substrate, 1536-well (AID 1619); 0.38% of 220,000 active; recombinant M17LAP, H-Leu-NHMec fluorogenic kinetic assay; higher % means a stronger effect; one-dose inhibition, % at 30 µM; IC50 in µM for titrated hits;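 active means compound inhibiting the enzyme by more than half at any dose during confirmatory dose-response retesting; inconclusive means strong single-dose inhibitors picked by rank but not retested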;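 further: plate controls were full reaction with DMSO carrier for no effect and no enzyme background for full effect; strong numbers were not always called active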
NOD2 inhibition: inhibition of NOD2-driven NF-kB reporter – cell-based, luminescence, uHTS, HEK293 (AID 1566). HEK293 NOD2/NF-kB luciferase reporter, luminescence; higher % means a stronger effect. inhibition, % at 4 µM, or EC50 in µM where a hit was titrated. 0.63% of 290,000 active; in the data active means inhibition above about 50%; further: many of its hits are not listed in these tables
NOD1 NF-kB reporter: inhibition of NOD1-driven NF-kB reporter – cell-based, luminescence, uHTS, primary screen (AID 1578); NOD1-driven NF-kB luciferase reporter cells, luminescence; higher % means a stronger effect; inhibition, % at 4 µM, or EC50 in µM where a hit was titrated; 1% of 290,000 active; in the data active means inhibition mostly above about 36%, no sharp cut-off; inactive means mostly below about 34%;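 further: HEK-293T reporter cells stimulated with the NOD1 agonist gamma-tri-DAP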
Dynein transport: blocks dynein driven cargo transport along microtubules; 3617.4 mouse cells, GR-EGFP nuclear translocation imaging; test concentration mostly 20 µM; stimulated with dexamethasone, 1 µM; stronger effect = lower value; z-score, hits read low; 0.47% of 220,000 active; AID 1381;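 active means plate z-score of nuclear minus cytoplasmic receptor signal below a set negative limit, without overly bright fluorescence or cell loss, cut at about -3.5 in these data, passing the limit was not always enough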;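 further: z-score of nuclear minus cytoplasmic ring GR-EGFP intensity difference per well; some compounds called inactive have numbers as strong as hits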
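Schedule: 48 h induction, then 1 h compound, then 30 min agonist, 37 °C. Buffer or medium: tetracycline-free induction medium containing charcoal-stripped FBS. Reagent: 1.0 µM final dexamethasone stimulus. Evaluation: nuclear versus cytoplasmic GR-EGFP signal, averaged per well. Signal: high-content fluorescence imaging after fixation.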
Dynein transport cytoplasmic EGFP: recorded beside Dynein transport, whose call it bears; z-score; measured here: cytoplasmic GR-EGFP intensity; stronger effect = higher value
Dynein transport nuclear GR-EGFP: second read-out of Dynein transport, no call of its own (marks repeat the call); z-score; measured here: nuclear GR-EGFP intensity;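 lower value marks the stronger effect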
Dynein transport cell count: second read-out of Dynein transport, no call of its own (marks repeat the call); z-score; measured here: cell count per field
Insulin prom up cell count: further read-out of Insulin prom up, marked with its call; cell count; measured here: cytotoxicity, nuclei count;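 total cells summed across four imaged fields per well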
bCat nuc transl cell count 5 µM: further read-out of bCat nuc transl, marked with its call; cell count; measured here: cell count, cytotoxicity flag
MT stabilize HCS Hoechst-high %: recorded beside MT stabilize HCS, whose call it bears; % Hoechst-high responders; measured here: nuclear condensation Hoechst responders;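 share of cells brighter than vehicle mean plus two SD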
MT stabilize HCS cytotoxicity %: also measured in MT stabilize HCS; calls as there; toxicity, %; measured here: cytotoxicity by cell density;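 0% = mean cell density of plate MIN control wells and 100% = no cells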
Autophagy HCS cell loss 18 h: second read-out of Autophagy HCS, no call of its own (marks repeat the call); toxicity, %; measured here: cell loss, nuclei count;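 cell loss after 18 h compound exposure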
* marks the source's active call; other numbers are inactive results; i = inactive; ? = inconclusive; . = no result given. Only part of the results is shown; the hit share may differ from the screen's.

1. CCOC(=O)c1ccc(NC(=O)CSc2nnc(C)n2-c2ccccc2)cc1
2. CN(NC1OC(=O)c2ccccc21)c1ccc(Cl)cc1[N+](=O)[O-] (stereo not given)
3. Cc1ccc(Nc2ncc3c(n2)CC(c2ccco2)CC3=O)c(C)c1 (stereo not given)
4. Cc1ccc(C(=O)N2CCN(c3ccc([N+](=O)[O-])cc3-n3cccc3)CC2)cc1
5. O=C(c1ccc(S(=O)(=O)N2CCCCCC2)cc1)N1CCC(CN2C(=O)c3cccc4cccc(c34)C2=O)CC1
6. COc1ccc(NC(=O)c2ccccc2F)cc1Cl
7. Cc1cc(C(=O)OCC(=O)Nc2cccc(S(=O)(=O)N3CCOCC3)c2)c(C)o1
8. S=C(NCc1ccccc1)NCc1ccc(CNC(=S)NCc2ccccc2)cc1

screen / no.,1,2,3,4,5,6,7,8
Dynein transport,2,-0.055,0.015,-0.036,1.2,-0.43,1.4,2.5
bCat nuc transl,-2.9,-0.7,3.7,0.6,-3.4,.,-2.5,.
MT stabilize HCS,1.3,.,2.0,.,4.0,2.6,1.3,1.6
Yfh1-off respiration,i,i,i,i,.,i,i,i
Dynein transport cell count,-1,0.83,0.21,-1.9,0.031,0.9,-1.4,-1.7
Autophagy HCS cell loss 18 h,-9,.,3,.,-5,-33,-4,0
Insulin prom up cell count,967,1005,1467,1134,.,1003,.,1282
MT stabilize HCS Hoechst-high %,1.9,.,0.9,.,2.9,2.4,1.2,2.8
Dynein transport cytoplasmic EGFP,-0.11,-0.19,-0.36,-0.07,-0.41,0.41,0.34,-0.2
bCat nuc transl cell count 5 µM,941,1220,1390,1348,1190,.,1177,.
MT stabilize HCS cytotoxicity %,12,.,0.9,.,9.0,2.7,8.0,11
Insulin prom up,-0.9,-0.13,1.4,-1.3,.,0.11,.,0.81
NOD1 NF-kB reporter,8%,-14%,-22%,3%,29%,-62%,-19%,-24%
Dynein transport nuclear GR-EGFP,1.3,-0.2,0.27,0.43,0.46,-0.31,1.2,1.2
NOD2 inhibition,8%,10%,4%,18%,19%,-60%,6%,1%
M17LAP inhibition,6%,8%,9%,7%,0%,5%,0%,-9%
Autophagy HCS,i,.,i,.,i,i,i,i

Part of the list above, set out differently:
No. | Molecule | Dynein transport | bCat nuc transl | MT stabilize HCS | Yfh1-off respiration | Dynein transport cell count | Autophagy HCS cell loss 18 h | Insulin prom up cell count | MT stabilize HCS Hoechst-high % | Dynein transport cytoplasmic EGFP | bCat nuc transl cell count 5 µM | MT stabilize HCS cytotoxicity % | Insulin prom up | NOD1 NF-kB reporter | Dynein transport nuclear GR-EGFP | NOD2 inhibition | M17LAP inhibition | Autophagy HCS
2 | CN(NC1OC(=O)c2ccccc21)c1ccc(Cl)cc1[N+](=O)[O-] (stereo not given) | -0.055 | -0.7 | . | i | 0.83 | . | 1005 | . | -0.19 | 1220 | . | -0.13 | -14% | -0.2 | 10% | 8% | .
3 | Cc1ccc(Nc2ncc3c(n2)CC(c2ccco2)CC3=O)c(C)c1 (stereo not given) | 0.015 | 3.7 | 2.0 | i | 0.21 | 3 | 1467 | 0.9 | -0.36 | 1390 | 0.9 | 1.4 | -22% | 0.27 | 4% | 9% | i
4 | Cc1ccc(C(=O)N2CCN(c3ccc([N+](=O)[O-])cc3-n3cccc3)CC2)cc1 | -0.036 | 0.6 | . | i | -1.9 | . | 1134 | . | -0.07 | 1348 | . | -1.3 | 3% | 0.43 | 18% | 7% | .
5 | O=C(c1ccc(S(=O)(=O)N2CCCCCC2)cc1)N1CCC(CN2C(=O)c3cccc4cccc(c34)C2=O)CC1 | 1.2 | -3.4 | 4.0 | . | 0.031 | -5 | . | 2.9 | -0.41 | 1190 | 9.0 | . | 29% | 0.46 | 19% | 0% | i

The results go on:
9. COc1cc(NC(=O)C2C3C=CC(C3)C2C(=O)O)c(OC)cc1Cl (stereo not given)
10. O=C(Cc1csc(Nc2nc(=S)[nH]c3ccccc23)n1)NCCCN1CCN(c2cccc(Cl)c2)CC1
11. Cc1cc(C)c(C#N)c(SCCS(=O)(=O)c2ccc(Cl)cc2)n1
12. CCCn1c(=S)[nH]c2ccccc2c1=O
13. CCOc1ccccc1NC1=C(Cl)C(=O)N(c2ccccc2)C1=O
14. Cc1ccccc1-n1c(=O)c2c(n3cnnc13)-c1ccccc1CC21CCCCC1
15. CN(Cc1ccccc1)C(=O)c1ccc([N+](=O)[O-])o1

screen / no.,9,10,11,12,13,14,15
Dynein transport,0.11,0.34,-1,0.091,-0.81,0.61,-0.38
bCat nuc transl,0.2,0.8,-0.6,-0.1,-0.6,1.6,0.9
MT stabilize HCS,2.7,.,.,4.2,3.5,2.3,6.7
Yfh1-off respiration,i,?,i,i,i,i,i
Dynein transport cell count,-1.2,0.12,2.2,0.77,0.016,-0.11,0.35
Autophagy HCS cell loss 18 h,3,-5,.,1,-4,6,15
Insulin prom up cell count,1230,1223,885,1406,1323,1569,.
MT stabilize HCS Hoechst-high %,1.6,.,.,1.7,1.8,1.2,2.0
Dynein transport cytoplasmic EGFP,-0.17,-0.23,-0.27,-0.35,0.45,-0.21,-0.26
bCat nuc transl cell count 5 µM,1097,1097,1300,1471,958,1362,939
MT stabilize HCS cytotoxicity %,4.2,.,.,4.7,0.4,1.0,1.4
Insulin prom up,0.1,-0.8,0.1,-0.91,0.38,-0.2,.
NOD1 NF-kB reporter,.,-36%,-2%,-14%,-7%,8%,-8%
Dynein transport nuclear GR-EGFP,0.76,0.49,-0.14,0.26,-0.62,0.64,-0.55
NOD2 inhibition,6%,-4%,-21%,5%,11%,-2%,28%
M17LAP inhibition,24%,-6%,-8%,0%,22%,10%,-4%
Autophagy HCS,i,i,.,i,i,i,i

Part of the list above in order of count of non-hydrogen atoms, rising.
11. Cc1cc(C)c(C#N)c(SCCS(=O)(=O)c2ccc(Cl)cc2)n1
9. COc1cc(NC(=O)C2C3C=CC(C3)C2C(=O)O)c(OC)cc1Cl (stereo not given)
10. O=C(Cc1csc(Nc2nc(=S)[nH]c3ccccc23)n1)NCCCN1CCN(c2cccc(Cl)c2)CC1

screen / no.,11,9,10
Dynein transport,-1,0.11,0.34
bCat nuc transl,-0.6,0.2,0.8
MT stabilize HCS,.,2.7,.
Yfh1-off respiration,i,i,?
Dynein transport cell count,2.2,-1.2,0.12
Autophagy HCS cell loss 18 h,.,3,-5
Insulin prom up cell count,885,1230,1223
MT stabilize HCS Hoechst-high %,.,1.6,.
Dynein transport cytoplasmic EGFP,-0.27,-0.17,-0.23
bCat nuc transl cell count 5 µM,1300,1097,1097
MT stabilize HCS cytotoxicity %,.,4.2,.
Insulin prom up,0.1,0.1,-0.8
NOD1 NF-kB reporter,-2%,.,-36%
Dynein transport nuclear GR-EGFP,-0.14,0.76,0.49
NOD2 inhibition,-21%,6%,-4%
M17LAP inhibition,-8%,24%,-6%
Autophagy HCS,.,i,i

Source: PubChem BioAssay (several laboratories)
